# All columns: NCI-60 one-dose screen, growth in % after 48 h at 10 µM unless noted; 100 = growth as untreated, 0 = no growth, -100 = all killed.
# HOP-62 – HOP-62 NSCLC; 80,000 compounds, 3.9% hits; AID 1794735
# HOP-92 – HOP-92 NSCLC cells. 71,000 compounds, 6.3% hits
# A549/ATCC – A549/ATCC NSCLC; 81,000 compounds, 3.7% hits
# SR – SR leukemia cells; 73,000 compounds, 8.7% hits
# RPMI-8226 – RPMI-8226 leukemia cells; 77,000 compounds, 7.5% hits; AID 1794781
# CCRF-CEM – CCRF-CEM leukemia | 77,000 compounds, 7% hits | AID 1794778
# MOLT-4 – MOLT-4 leukemia cells | 80,000 compounds, 6.9% hits
# EKVX – EKVX NSCLC | AID 1794765 | 71,000 compounds, 3% hits
# * = called active by the depositor; . = no result given; [ ] = remark or other dose. Rule for the calls: active = growth percent below 10; inactive = the rest.
SMILES	HOP-62	HOP-92	A549/ATCC	SR	RPMI-8226	CCRF-CEM	MOLT-4	EKVX
Cn1c(=O)c2c(nc(N/N=C/c3ccccc3Br)n2C)n(C)c1=O	105	72	95	92	94	79	94	94
COc1cc(-c2cc(-c3cc(OC)c(OC)c(OC)c3)nc3nc(N)[nH]c(=O)c23)ccc1Oc1ccnc2cc(Cl)ccc12	30	6.3*	32	5.2*	20	18	18	.
C/C(=N/NC(N)=S)c1sc(Nc2cccc(C)c2)nc1C	102	120	96	81	.	100	67	94
CC[C@@H](c1ccc2cc(OC)ccc2c1)C(C)(C)C(=O)F	91	95	92	112	146	114	99	96
N#Cc1c(-c2cccs2)cc(-c2cnccn2)nc1SCC(=O)Nc1ccc(Br)cc1	71	99	72	80	99	83	89	58
CCCNCC(=O)Nc1ccc(C(=O)OC(C)(C)CC)cc1	100	74	97	91	100	104	90	98
Cn1c(=O)[nH]c(=O)c2nc(/C=C(\O)c3ccc(Br)cc3)c(=O)[nH]c21	105	95	105	109	109	114	108	87
Cc1cc(=O)[nH]c2ccc(Cc3ccccc3)cc12	43	41	71	65	71	88	76	56
CCCCCCCCCCCCCCOC(=O)CSC#N	109	89	96	101	102	98	95	.
Nc1cc2cccnc2cc1Cl	101	.	103	83	.	96	95	105
CC1(C)CC(OCCCC[P+](c2ccccc2)(c2ccccc2)c2ccccc2)CC(C)(C)N1O	13	-41*	6.1*	12	-73*	-37*	0.5*	3.2*
CC(C)CCC[C@@H](C)[C@H]1CCC2C3=CCC4C(=O)C=CC(=O)C4C3CC[C@@]21C (stereo not given in full)	12	-29*	8.8*	13	8.7*	17	10	-10*
Nc1ccc(Br)c2ccccc12	82	113	88	90	40	27	55	95
O=[N+]([O-])c1ccc(O)cc1	95	52	102	101	107	112	99	113
Cc1nn(-c2ccccc2)c2nc3c(nc12)C1=NCCN1C(c1ccc2c(c1)OCO2)N3 (stereo not given)	83	49	103	86	99	.	89	.
O=C(C[n+]1cc2ccccc2c2ccccc21)C(F)(F)F	111	103	101	98	98	100	113	106
NC(N)=NNS(=O)(=O)c1ccc(Nc2ncnc3ccc(NC(=O)c4cccs4)cc23)cc1	108	93	98	98	111	99	103	95
Cc1ccc([N+](=O)[O-])cc1NS(=O)(=O)c1ccccc1	108	69	106	.	88	.	.	81
Nc1nc(N)c2c(n1)NC(c1cccc(Nc3ccnc4cc(C(F)(F)F)ccc34)c1)CC(c1ccccc1)=N2 (stereo not given)	55	45	41	4.1*	9.7*	32	6.5*	51
O=C1CS/C(=N\c2ncn[nH]2)N1	97	93	80	107	88	73	88	.
CC[C@]12C=CCN3CC[C@@]4(c5ccc(OC)cc5N(C)[C@H]4[C@@](O)(C(=O)OC)[C@@H]1OC(=O)CCCN[C@@H](Cc1c[nH]c4ccccc14)C(=O)OC)[C@@H]32	76	38	82	.	71	87	74	84
CS(C)(C)/C(Nc1ccccc1)=C(\C#N)C(=O)N/N=C/c1ccco1	94	82	80	76	106	92	89	92
CC(C)(C)COC(=S)S	99	.	104	91	.	107	94	.
N=C(N)c1ccc(C(=O)Nc2ccc(F)cc2)cc1	80	118	85	80	94	106	101	91
Cc1cc(S(=O)(=O)NO)c(N)cc1Cl	103	104	104	107	113	110	99	109
COc1ccc(-c2nc3c(c(=O)n2C(C)=O)C(c2ccc(Cl)cc2)c2sc4c(Cl)cccc4c2O3)cc1 (stereo not given)	-5.7*	-16*	-55*	-12*	2.2*	-3.9*	.	25
COc1cccc2c1C(=O)OC2=O	175	88	104	103	101	95	111	101
CCCCCCCCCCCCNc1ccc(S(=O)(=O)c2ccc(N)cc2)cc1	116	.	103	95	102	101	90	118
COc1cc(C2CC(c3cccc(Nc4ccncc4)c3)=Nc3c(N)ncnc3N2)cc(OC)c1OC (stereo not given)	87	76	84	30	72	73	86	87
N#Cc1cccc(F)c1	110	113	109	98	113	104	107	113
Cc1cc2nc3c4ccccc4n(CCN4C(=O)c5ccccc5C4=O)c3nc2cc1C	80	92	94	84	93	96	91	70
CCCCC[C@H]1CC=C2C(=O)C(Cl)=C[C@@H]2CC=CCCCC(=O)O[C@@H](CCCCC)CC=C2C(=O)C(Cl)=C[C@@H]2CC=CCCCC(=O)O[C@@H](CCCCC)CC=C2C(=O)C(Cl)=C[C@@H]2CC=CCCCC(=O)O1	90[8 µM]	130[8 µM]	91[8 µM]	6.3*[8 µM]	2.7*[8 µM]	7.3*[8 µM]	10[8 µM]	97[8 µM]
CCOC(=O)c1c(SC)nn(-c2cc(=O)[nH]c3ccc(OC)cc23)c1N	89	76	92	119	108	107	115	98
CN(C)c1ccc(/C=C2\c3ccccc3-c3ccc([N+](=O)[O-])cc32)cc1	98	90	103	104	104	103	95	102
CC(C)c1cccc(OCC(=O)O)c1OCC(=O)O	76	98	91	106	98	98	100	101
O=c1c2cc3ccncc3n2c(=O)c2cc3ccncc3n12	96	116	101	89	106	101	91	.
CC(=O)c1c(OCCN2CCCCC2C)ccc2c(C)cc(=O)oc12 (stereo not given)	93	113	110	122	108	109	94	110
O=C(NN1C(=O)c2c(Cl)c(Cl)c(Cl)c(Cl)c2C1=O)c1ccc(OCc2nc3ccc(Cl)cc3[nH]2)cc1	99	120	106	90	100	105	100	99
COc1ccc(-c2cc(C(=O)N3N=C(c4ccc(N)cc4)CC3c3ccc(Cl)cc3)c3cc(OC)ccc3n2)cc1 (stereo not given)	67	59	87	21	21	23	33	88
Cc1c(C(=O)O)nnn1-c1ncc(Cc2ccc(Cl)cc2)s1	89	95	91	99	98	97	84	105
O=C(O)c1ccc(N2C(=O)c3nccnc3C2=O)cc1	90	91	100	106	97	107	100	.
O=C1CSC(c2ccccc2Cl)N1c1nnc(-c2ccncc2)o1 (stereo not given)	90	96	101	96	86	102	94	93
COc1cc(Sc2nc3ccccc3o2)cc(OC)c1OC	93	96	84	71	100	.	93	93
COc1cc(C2=NN(c3ccccc3)C(c3sc(Cl)nc3Cl)C2)cc(OC)c1OC (stereo not given)	73	86	84	63	83	.	74	53
N#C/C(=C\c1c(-c2ccccc2)[nH]c2ccccc12)C(=O)c1ccc(Cl)cc1	41	55	49	49	-9.7*	2.2*	46	49
C=CCOc1cccc(/C=C/C(=O)c2sc(Nc3cccnc3)nc2C)c1	68	75	71	42	23	15	76	.
CC(=O)c1cc(C(=O)c2ccc(Br)cc2)n2c(C)cccc12	86	57	98	62	40	78	70	71
NS(=O)(=O)c1ccc(Nc2ccc3nnc(-c4ccncc4)n3n2)cc1	107	124	103	98	106	110	106	.
Cc1[nH]c2ccccc2c1C1=CC(=O)C=CC1=O	95	.	93	12	.	28	.	107
O=C(c1ccc(-c2ccccc2)cc1)C1(Br)CCCCC1	97	80	97	93	94	.	98	.

# Further structures
SMILES	HOP-62	HOP-92	A549/ATCC	SR	RPMI-8226	CCRF-CEM	MOLT-4	EKVX
N#C/C(=C\c1ccc(Br)cc1)n1nnc2cc(F)c(F)cc21	26	-9.7*	42	6.1*	0.0*	.	2.0*	70
O=C(/C=C/c1ccc(Oc2ccc(Cl)cc2)cc1)c1cc2ccccc2oc1=O	69	76	98	.	97	110	.	81
CCN(Cc1ccccc1)C1CCN(Cc2cc(Br)ccc2O)CC1	58	5.9*	59	7.6*	22	44	61	.
Cc1ccccc1-c1cc(Cc2ccc(F)cc2)c(=O)[nH]n1	95	100	33	-21*	51	-51*	58	82
Cc1ncc([N+](=O)[O-])n1CCOc1ccc(C(=O)/C=C/c2ccc(C(F)(F)F)cc2)cc1	89	67	56	-13*	13	27	28	.
Nc1nnc(-c2c[nH]c3ncccc23)c(-c2c[nH]c3ccc(F)cc23)n1	82	115	101	79	93	93	64	98
C=CCOc1cccc(/C=C2\SC(=S)N(C3CC(=O)N(c4ccc(Cl)cc4)C3=O)C2=O)c1 (stereo not given)	90	103	110	118	112	97	99	103
O=C(Oc1ccc(-c2cssc2=S)cc1)c1cn(C2CC2)c2cc(N3CCNCC3)c(F)cc2c1=O	111	.	100	.	.	98	94	110
O=C(C1CC1)C1CC1	109	80	102	91	99	.	108	.
Cc1c(O)c(=O)ccn1-c1ccc2sc(N)nc2c1	99	103	90	104	100	98	100	92
Nc1nc(-c2n[nH]c(=S)n2-c2ccc(Cl)cc2)cs1	93	103	.	57	114	120	74	105
Cc1c(Cl)c(=O)n2c(-c3ccc(Cl)cc3)csc2c1C#N	101	111	96	.	115	121	.	93
O=C1N[C@H]2[C@H](CS[C@H]2CCCCC(=O)N(CCP(c2ccccc2)c2ccccc2)CCP(c2ccccc2)c2ccccc2)N1	80	56	77	102	57	63	83	75
COc1cc(CCCO)c(OC)c(OC)c1OC	111	100	102	.	112	108	110	105
Cc1ccc(S(=O)(=O)Nc2nnc(-c3ccc(Cl)cc3)s2)cc1	94	90	109	97	97	98	101	89
Cc1ccn2c(C(=O)NCc3ccc(OCc4cn(Cc5ccccc5)nn4)cc3)c(C)nc2c1	90	90	97	.	72	98	92	94
Cc1ccc(S(=O)(=O)OC[C@@]2(C)CC[C@]3(C)CC[C@]4(C)C(=C3C2)C=C[C@@H]2[C@@]3(C)CCCNC(C)(C)[C@@H]3CC[C@]24C)cc1	54	29	-38*	-31*	-66*	0.8*	-25*	89
CCCCN(CCO)CC(O)Cn1cnc2c(N)ncnc21 (stereo not given)	101	109	106	104	103	100	109	98
COc1ccc([C@H]2Nc3c(c(C(C)(C)C)nn3-c3ccccc3)C(=O)[C@]23CCCC3=O)cc1	90	74	98	84	95	94	96	.
CCC1(c2ccccc2)C(=O)NCNC1=O	117	107	107	108	107	101	103	107
Sc1ccc2ccccc2c1	109	106	113	66	98	81	79	109
NS(=O)(=O)Oc1ccc2c(c1)O/C(=C\c1cccc3ccccc13)C2=O	75	103	68	96	100	110	100	95
CCCN1CC(c2ccc(OC)c(OC)c2)=C(c2c[nH]c3ccccc23)C1=O	86	81	97	58	94	103	100	76
O=c1c2ccccc2c2c3c1cccc3c1cccc3c(=O)c4ccccc4c2c31	74	.	99	106	93	24	110	95
Nc1nc2c(C(=O)Nc3ccccc3)c(Nc3ccccc3)nn2cc1-c1nc2ccccc2s1	.	94	92	83	103	103	105	94

# Of the compounds above, 3 have a COOH group.
SMILES	HOP-62	HOP-92	A549/ATCC	SR	RPMI-8226	CCRF-CEM	MOLT-4	EKVX
CC(C)c1cccc(OCC(=O)O)c1OCC(=O)O	76	98	91	106	98	98	100	101
Cc1c(C(=O)O)nnn1-c1ncc(Cc2ccc(Cl)cc2)s1	89	95	91	99	98	97	84	105
O=C(O)c1ccc(N2C(=O)c3nccnc3C2=O)cc1	90	91	100	106	97	107	100	.

# (next part)
SMILES	HOP-62	HOP-92	A549/ATCC	SR	RPMI-8226	CCRF-CEM	MOLT-4	EKVX
O=c1c(-c2n[nH]c(=S)n2-c2ccccc2)cnc2nc[nH]n12	106	98	105	99	98	105	102	101
CCCNC(=O)/C(=C/c1c[nH]c2ccccc12)NC(=O)/C=C/c1ccccc1	100	94	100	101	92	95	99	102
CCOC(=O)c1c(C)c2c(n1C)CSCC2=O	40[100 µM]	42[100 µM]	104[100 µM]	80[100 µM]	50[100 µM]	52[100 µM]	67[100 µM]	31[100 µM]
COC(=O)c1c(NC(=O)CN2CCc3cc(OC)c(OC)cc3C2)sc2c1CCC2	85	71	90	69	87	78	79	88
CC(=O)NNC(=S)/N=C\c1c(O)c2ccccc2oc1=O	90	82	107	91	112	105	93	102
CN1C(=O)N(C)C2(c3ccccc3)N(CC(=O)NCCc3ccccc3)C(=O)NC12c1ccccc1 (stereo not given)	99	100	102	107	103	112	104	101
C=CC(=O)Nc1ccc(C(=O)/C=C/c2ccc(N(C)CCF)cc2)c(O)c1	-28*	-3.3*	-61*	.	3.5*	13	-3.2*	-25*
[2H]C1NC([2H])C([2H])(c2ccc(-n3cc4cccc(C(N)=O)c4n3)cc2)C([2H])C1[2H] (stereo not given)	95	79	70	37	78	68	71	92
COC(=O)[C@H]1[C@H]2C[C@@H]3c4[nH]c5cc(OC)ccc5c4CCN3C[C@H]2C[C@@H](OC(=O)CC(C)=O)[C@@H]1OC	100	.	100	100	121	119	106	104
CC(=O)NCCc1nc2ccccc2n1Cc1ccc(C(C)C)cc1	94	82	96	80	92	99	92	.
CNC[C@H](O)c1cccc(O)c1	109	63	104	105	104	102	109	117
O=c1c2ccccc2nc(CN2CCOCC2)n1/N=C/c1ccc([N+](=O)[O-])cc1	105	100	110	95	.	98	105	87
CSc1nc(N)nc(C)c1Br	109	97	102	97	107	102	97	88
O=C(COc1ccc(/C=C2\Oc3ccccc3C2=O)cc1)Nc1nc2c(s1)CCCC2	44	-90*	73	-91*	-86*	.	-64*	26
CC(=O)OC1=C2C(C[C@H]3[C@@H]4CC[C@@H]5C[C@H](O)CC[C@]5(C)[C@H]4C(=O)C[C@]23C)C(C(=O)O)=C(C(=O)O)C1 (stereo not given in full)	.	97	106	101	105	46	107	106
CCN(CC)CCNC(=O)c1ccccc1C(=O)c1ccccc1	80	96	86	92	110	105	85	99
COc1ccc2sc3c(NCCCO)nc4ccccc4c3c(=O)c2c1	109	97	98	91	.	95	99	84

# Exported with values under each structure: part of the list above
# Results follow in this order: HOP-62, HOP-92, A549/ATCC, SR, RPMI-8226, CCRF-CEM, MOLT-4, EKVX
- COc1cc(Sc2nc3ccccc3o2)cc(OC)c1OC
  93, 96, 84, 71, 100, ., 93, 93
- COc1cc(C2=NN(c3ccccc3)C(c3sc(Cl)nc3Cl)C2)cc(OC)c1OC (stereo not given)
  73, 86, 84, 63, 83, ., 74, 53

# Source: PubChem BioAssay (NCI)
